L3MBTL1 inh – inhibitors of human L3MBTL1; Q9Y468; AlphaScreen L3MBTL1–H3K9me1 peptide binding; Potency, µM (titrated, usually from 57.1 µM), inactives show top-dose activity, negative = inhibition, hits mostly inhibitors; actives 0.66% (n = 230,000); AID 485360; active means well fitted inhibition curve with a large enough effect; further: nearly all actives have a fitted effect of over 60% in size
Target sequence (Q9Y468 whole entry, looked up): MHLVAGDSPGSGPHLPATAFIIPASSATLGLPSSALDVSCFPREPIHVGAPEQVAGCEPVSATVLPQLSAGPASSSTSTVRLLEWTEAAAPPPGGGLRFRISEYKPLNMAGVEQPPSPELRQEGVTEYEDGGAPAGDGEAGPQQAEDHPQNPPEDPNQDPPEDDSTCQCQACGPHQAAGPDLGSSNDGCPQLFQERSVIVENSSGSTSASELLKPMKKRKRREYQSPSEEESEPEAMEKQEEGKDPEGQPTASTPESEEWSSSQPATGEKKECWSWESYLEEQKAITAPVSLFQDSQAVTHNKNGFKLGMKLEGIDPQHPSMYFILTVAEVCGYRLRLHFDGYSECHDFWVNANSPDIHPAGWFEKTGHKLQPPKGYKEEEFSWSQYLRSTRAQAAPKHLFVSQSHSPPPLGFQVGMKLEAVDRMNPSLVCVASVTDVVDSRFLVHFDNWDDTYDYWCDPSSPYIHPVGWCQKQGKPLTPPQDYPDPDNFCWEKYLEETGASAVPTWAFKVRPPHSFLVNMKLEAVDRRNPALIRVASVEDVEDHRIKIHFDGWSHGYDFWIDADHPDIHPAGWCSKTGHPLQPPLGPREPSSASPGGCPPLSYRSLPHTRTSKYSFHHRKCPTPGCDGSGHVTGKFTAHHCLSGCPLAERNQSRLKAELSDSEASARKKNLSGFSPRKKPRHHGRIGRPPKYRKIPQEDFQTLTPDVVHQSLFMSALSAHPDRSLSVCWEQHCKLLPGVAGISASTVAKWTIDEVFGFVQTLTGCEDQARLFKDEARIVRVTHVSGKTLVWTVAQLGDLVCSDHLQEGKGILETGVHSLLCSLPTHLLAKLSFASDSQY
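Read-out is AlphaScreen signal from streptavidin donor and nickel chelate acceptor beads (10 ug/mL final each) bridging L3MBTL1 (50 nM) and biotinylated K9-monomethylated H3(1-15) peptide (75 nM), after 30 min compound exposure at room temperature.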
Numbers without * were called inactive; [ ] = dose if it differs, or a comment. On the % scale 0 is the no-effect control and ±100 the full control effect; potency means the concentration at half of the fitted maximal effect.

SMILES | L3MBTL1 inh
Cc1cc(NS(=O)(=O)c2ccc(NC(=O)c3ccc(F)cc3)cc2)nc(C)n1 | 4.9%
O=C(CC1C(=O)Nc2ccccc2N1CC(=O)N1CCCC1)Nc1ccc(Br)cc1 (stereo not drawn) | 1.2%
COc1ccc(CN(C)C(=O)c2ccc3c(=O)n4c(nc3c2)CCC4)c(OC)c1 | 3.2%
Cc1cc(-n2nc3ccccc3n2)c(O)c([N+](=O)[O-])c1 | -6.2%
COc1ccc([C@H]2CC(=O)C=C(c3cccc(Cl)c3O)C2)cc1OC | -10.3%
O=C(CCSc1ccc(F)cc1)NNC(=O)c1ccccc1Cl | 4.2%
O=C(COC(=O)c1ccccc1-n1cnnn1)c1ccccc1 | -5.6%
COC(=O)/C=C1\N/C(=N/c2nc(C)c3cc(OC)ccc3n2)NC1=O | 1.0%
COc1cc(C(=O)NCC(=O)Nc2c(C)cccc2C)ccc1OCc1ccccc1 | 1.6%
COc1cc(/C=C2\SC(N)=NC2=O)cc(Cl)c1O | 4.0%[2.29 µM]
CCn1c(N2CCN(Cc3ccc([N+](=O)[O-])cc3)CC2)nc2ccccc21 | 9.7%
COc1ccc(NC(=O)CCOc2ccc(C)cc2)cc1S(=O)(=O)N1CCOCC1 | -4.5%

A portion taken from the entries so far:
SMILES | L3MBTL1 inh
Cc1cc(NS(=O)(=O)c2ccc(NC(=O)c3ccc(F)cc3)cc2)nc(C)n1 | 4.9%
O=C(CC1C(=O)Nc2ccccc2N1CC(=O)N1CCCC1)Nc1ccc(Br)cc1 (stereo not drawn) | 1.2%
COc1ccc(CN(C)C(=O)c2ccc3c(=O)n4c(nc3c2)CCC4)c(OC)c1 | 3.2%
Cc1cc(-n2nc3ccccc3n2)c(O)c([N+](=O)[O-])c1 | -6.2%
COc1ccc([C@H]2CC(=O)C=C(c3cccc(Cl)c3O)C2)cc1OC | -10.3%
O=C(CCSc1ccc(F)cc1)NNC(=O)c1ccccc1Cl | 4.2%

Reformatted as labelled records: entries from further up
structure: Cc1cc(-n2nc3ccccc3n2)c(O)c([N+](=O)[O-])c1
  L3MBTL1 inh: -6.2%

structure: COc1ccc([C@H]2CC(=O)C=C(c3cccc(Cl)c3O)C2)cc1OC
  L3MBTL1 inh: -10.3%

structure: O=C(CCSc1ccc(F)cc1)NNC(=O)c1ccccc1Cl
  L3MBTL1 inh: 4.2%

Among those listed so far, these have a nitro group on carbon:
SMILES | L3MBTL1 inh
Cc1cc(-n2nc3ccccc3n2)c(O)c([N+](=O)[O-])c1 | -6.2%
CCn1c(N2CCN(Cc3ccc([N+](=O)[O-])cc3)CC2)nc2ccccc21 | 9.7%

(more compounds)
SMILES | L3MBTL1 inh
COc1ccc(C(CNC(=O)CNC(=O)c2cccc(Cl)c2)N2CCCC2)cc1 (stereo not drawn) | -6.3%
Cc1nc([N+](=O)[O-])cn1Cc1cccc2ccccc12 | 4.7%
Cc1ccc(C(C)C)cc1S(=O)(=O)NCc1ccccn1 | 3.4%
O=C(NCc1cccnc1)/C(=C/c1ccc([N+](=O)[O-])cc1)NC(=O)c1ccccc1 | -9.7%
O=C(COC(=O)c1cc(Br)ccc1O)NCC1CCCO1 (stereo not drawn) | 7.1%
N#Cc1ccsc1NC(=O)C1CCCN1S(=O)(=O)c1cccs1 (stereo not drawn) | 4.5%
COc1ccc(OCCOC(=O)CNC(=O)c2ccc(Cl)cc2Cl)cc1 | 28.3%
C[C@H](CO)N1C[C@H](C)[C@@H](CN(C)S(C)(=O)=O)Oc2ccc(NC(=O)NC3CCCCC3)cc2C1=O | 0.6%
O=C(Cc1ccc(S(=O)(=O)N2CCOCC2)s1)N1CCN(S(=O)(=O)c2cccc(Cl)c2)CC1 | -4.9%
CCOC(=O)[C@H]1[C@H]2COc3ccc(Cl)cc3[C@@H]2N2C(=O)[C@@H](CO)NC(=O)[C@@]12C | -5.8%
COc1ccccc1C(=O)NCCC(=O)Nc1ccc(S(=O)(=O)N2C(C)CCCC2C)cc1 (stereo not drawn) | -10.9%
Cc1csc(=O)n1CCC(=O)OCC(=O)c1c(N)n(C)c(=O)n(C)c1=O | -4.0%
COc1ccc(N2CCN(C(=O)CCC(=O)N3CC(C)Oc4ccc(C)cc43)CC2)cc1 (stereo not drawn) | 2.3%
O=S(=O)(c1ccc(F)cc1)N1CCN(Cc2cc3c(cc2Br)OCCO3)CC1 | -6.5%
COC(=O)c1c(C)[nH]c(C(=O)C(C)OC(=O)c2cnc(C)cn2)c1C (stereo not drawn) | 4.5%
CN(CC(=O)Nc1ccccc1Br)C(=O)c1cc(Cl)nc2ccccc12 | 2.2%
Cn1c(=O)c2c(ncn2CC(=O)OCC(=O)NNC(=O)c2ccc(Cl)cc2)n(C)c1=O | -0.3%
COc1ccc(OC)c(S(=O)(=O)Nc2cc3c4c(c2)CC(=O)N4CCC3)c1 | -0.4%
CCOC(=O)c1c(C)[nH]c(C(=O)OCC(=O)N(C)c2c(N)n(Cc3ccccc3)c(=O)[nH]c2=O)c1C | -3.6%
CCOC(=O)C1=C(COC(=O)c2ccc(C)c(S(=O)(=O)N3CCOCC3)c2)NC(=O)NC1C (stereo not drawn) | -3.9%
Cn1c(=O)c2c(ncn2CC(=O)OCC(=O)NCCc2ccccc2)n(C)c1=O | 3.6%
CSc1nc(NNC=O)cc(Oc2ccc(NC(C)=O)cc2)n1 | -0.2%
O=C(CN1C(=O)NC2(CCCC2)C1=O)NCCc1ccc(Cl)cc1Cl | 0.6%
O=C(Nc1ccccn1)C1CCN(S(=O)(=O)c2ccc3c(c2)OCCCO3)CC1 | -8.1%
Cc1ccc([C@@H]2CC=C(C(=O)O)[C@H](c3ccc(Cl)cc3)N2S(=O)(=O)c2ccc(C)cc2)cc1 | -7.3%
CCCNC(=O)C1(S(=O)(=O)c2ccccc2)CC=CC1 | 11.0%
CCCN(CC(=O)Nc1ccccc1OC)C(=O)Cc1ccc2c(c1)CCC2 | -1.7%
CC(C)(C)OC(=O)CC1(C#N)c2ccccc2C(Br)=CN1C(=O)c1ccccc1 (stereo not drawn) | -3.8%
CCc1noc(C)c1C(=O)Nc1cc(S(=O)(=O)N(CC)CC)ccc1N1CCCC1 | -2.1%
Cc1ccc2c(c1)N(C(=O)CCC(=O)NCc1cccc(Br)c1)CC(C)O2 (stereo not drawn) | -3.8%
CC(=O)Nc1nc2cc(N)ccc2s1 | -13.0%
CSc1ccc(/C=C/C(=O)OCC(=O)N2CCN(S(=O)(=O)c3ccc(C)cc3C)CC2)cc1 | -6.1%
CCC(=O)NC(c1cc(Cl)c2ccccc2c1O)C(C)C (stereo not drawn) | 8.0%
Cc1ccccc1N1CCN(C(=O)[C@@H]2CCCN2C2=NS(=O)(=O)c3ccccc32)CC1 | -3.4%
C=CC[C@@H](CC(=O)N[C@H](CO)Cc1ccccc1)C(=O)N[C@@H](COC(=O)[C@@H](CC=C)Cc1ccc(F)cc1)Cc1ccccc1 | 3.3%
COc1ccc(NC(=O)c2cc([N+](=O)[O-])ccc2N2CCCCC2)cc1OC | -6.9%
O=C(O)CCCC(=O)Nc1ccc2c(c1)oc1ccccc12 | 2.8%
Cc1ccc(NC(=O)CSc2nc(=O)n(CCN(C)C)c3c2CCCC3)cc1Cl | -1.1%
COc1cc(OC)cc(C(=O)NNC(=O)CCNC(=O)c2ccc(Br)cc2)c1 | 31.6%[activator]
CC(C)(C)C#CCn1c(/C=[N+](\[O-])C2CCCCC2)nc2ccccc21 | -17.8%
CC(C)c1ccccc1NC(=O)CSc1n[nH]c(=O)n1C1CC1 | -1.1%
CCOc1ccc(NS(=O)(=O)c2cc(C(=O)N3CCN(c4ccccc4O)CC3)ccc2Cl)cc1 | -1.1%
C#CCOCCOCCOCCNc1nc(N2CCN(C(=O)[C@H]([C@@H](C)CC)n3cc(CCCN=C(N)N)nn3)CC2)nc(N2CCN(C(=O)[C@H](CCCCN)n3cc(CC(C)O)nn3)CC2)n1 (stereo partly drawn) | -4.3%
CC(C)Cn1c(SCC(N)=O)nnc1-c1cccc(S(=O)(=O)N2CCOCC2)c1 | 6.2%
COc1ccc(CNC(=O)CCc2ccc(S(=O)(=O)N3CCCCCC3)cc2)cc1OC | 5.7%
COc1cc(SC)ccc1C(=O)NNC(=O)c1cc(C)oc1C | -7.8%
O=C(Nc1cc(S(=O)(=O)N2CCCCC2)ccc1Cl)C1COc2ccccc2O1 (stereo not drawn) | -10.9%
Cc1nc(SCC(=O)Nc2c(C)n(C)n(-c3ccccc3)c2=O)c(C#N)c(C)c1C | 2.3%
O=C(NCc1ccc(F)cc1)c1cccc(S(=O)(=O)N2CCOCC2)c1 | 5.5%
Cc1onc(-c2c(F)cccc2Cl)c1C(=O)N1CCCC1 | -1.3%
CN(CC(=O)Nc1ccc(F)cc1)C(=O)CSc1nccn1C | 3.7%
O=C(Cn1cnc2c(OCc3ccccc3)ncnc21)NCc1ccccn1 | -1.8%
COc1cc(C(=O)NNC(=O)COc2ccc(C)cc2)ccc1OCC(=O)N1CCOCC1 | 0.5%
O=S(=O)(c1ccc(Oc2ccc(F)c(Cl)c2)nc1)N1CCOCC1 | 11.5%
Cc1ccc2nc(CCc3nc4ccc(C)cc4[nH]3)[nH]c2c1 | -1.5%
Cc1nnc(NC(=O)CN2CCN(Cc3c(Cl)cccc3Cl)CC2)s1 | 1.9%
CC(NC(C)c1ccccc1Cl)C(=O)Nc1cccc(S(=O)(=O)N2CCCCC2)c1 (stereo not drawn) | -4.8%
CCOc1ccc(NC(=O)COC(=O)CC2CC3CCC2C3)cc1 (stereo not drawn) | 13.6%
CSCC(=O)NC1CCCc2c1cnn2-c1cc(F)cc(F)c1 (stereo not drawn) | -3.6%
O=C(O)c1ccc(S(=O)(=O)N2CCN(c3ccccn3)CC2)cc1 | 2.1%
Next entries follow.
SMILES | L3MBTL1 inh
CCCN=C1N(C)C[C@@H]2[C@@H]3C(=O)N(Cc4ccccc4)C(=O)[C@@H]3[C@](Cc3ccccc3)(C(=O)OC)N12 | 5.8%
O=C(OC1CCOC1=O)C1CCN(S(=O)(=O)c2ccccc2)CC1 (stereo not drawn) | -0.7%
Cc1ccc(OCCCC(=O)Nc2ccc3c(c2)OCCO3)cc1 | -7.3%
Cc1ccc(C(=O)Nc2ccc(N3CCN(C)CC3)cc2)cc1C | -7.8%
O=C(c1ccco1)N1CCN(Cc2ccc(F)cc2)CC1 | -2.6%
CCN(CC(=O)Nc1ccc(C)c(S(=O)(=O)N2CCOCC2)c1)Cc1ccccc1 | 5.7%
C/C=C(\C)C(=O)O[C@H](c1cc2ccc(=O)oc2cc1OC)[C@@H](O)C(C)(C)O | -7.9%
COc1ccc(S(=O)(=O)N2CCOCC2)cc1NC(=O)CCc1cc(OC)c(OC)c(OC)c1 | 4.7%
CCOC(=O)c1ccc(NC(=O)c2nc[nH]c2C(=O)NCCCNC(=O)c2[nH]cnc2C(=O)Nc2ccc(C(=O)OCC)cc2)cc1 | 3.9%
COc1ccc(-c2cn(Cc3ccc4c(c3)C(=O)c3ccccc3C4=O)nn2)cc1 | -7.0%
C#CCOCCOCCOCCNc1nc(N2CCN(C(=O)[C@H](CCCN=C(N)N)n3cc(C(N)[C@@H](C)CC)nn3)CC2)nc(N2CCN(C(=O)[C@H](CCC(=O)O)n3cc([C@@H](N)CO)nn3)CC2)n1 (stereo partly drawn) | -1.5%
C=C(C)COc1ccc2c(C)c(CCC(=O)N3C[C@H]4C[C@@H](C3)c3cccc(=O)n3C4)c(=O)oc2c1 | 3.6%
COc1ccc(N2CCN(C(CNC(=O)C(=O)NC3CC3)c3ccco3)CC2)cc1 (stereo not drawn) | 11.4%
CCOC(=O)[C@@H]1[C@H]2COc3ccc(Br)cc3[C@@H]2N2C(=O)N(c3ccc(F)cc3)C(=O)[C@]12C | -2.6%
C[C@]12C(=O)N(c3ccc(Br)cc3)C(=O)N1[C@H]1c3ccccc3OC[C@@H]1[C@H]2c1ccccc1 | -5.3%
COc1ccc(CNC(=S)Nc2ccc(Br)cc2)cc1 | 8.7%
O=C(Cc1ccc(Br)cc1)OCC(=O)c1ccc[nH]1 | -5.7%
Cc1ccc(CNC(=O)c2ccc(Cl)c(S(=O)(=O)N3CCCCC3)c2)cc1 | 8.6%
COc1ccccc1-c1csc2ncnc(Sc3nnnn3C)c12 | 0.0%
O=C(CCc1ccccc1F)N1CCN(c2ccccc2)CC1 | -5.7%
Cc1c(CC(=O)N2C[C@H]3C[C@@H](C2)c2cccc(=O)n2C3)c(=O)oc2cc3occ(C(C)(C)C)c3cc12 | 5.5%
COCCNC(=O)CN(C(=O)CCC(=O)Nc1ccccn1)c1ccc(OC)cc1 | 22.6%
Cc1ccc(-c2cc(C(=O)N3CCN(c4ccccc4O)CC3)c3ccccc3n2)cc1 | -6.8%
CC[C@]1(C(=O)OC)[C@H]2C(=O)N(C)C(=O)[C@H]2[C@H]2CN=C(SCC3CC3)N21 | 5.6%
O=C(CSc1nc2ccccc2nc1N1CCCCC1)Nc1ccc(F)cc1 | 24.0%
CSc1nc(N)nc2c1ncn2CC(=O)N1CCN(c2ccccn2)CC1 | 3.5%
CCn1c(SC(C)C(=O)N2CCOCC2)nc2sc(C)c(C)c2c1=O (stereo not drawn) | -6.6%
CC(=O)Nc1ccc(C(=O)COC(=O)C2CC3CCCC(C2)C3=O)cc1 (stereo not drawn) | 4.3%
CCCCCCOc1ccc(/C(C)=N/NC2=NCCN2)cc1 | -3.9%
Cc1cc(C)cc(OCC(=O)OCC(=O)Nc2cc(C)nn2-c2ccccc2)c1 | -1.1%
CCC(=O)c1cn(CC(=O)Nc2ccccc2Cl)c2ccccc12 | 11.1%
O=C(N1CCOCC1)N1CCc2ccccc21 | -4.8%
COc1ccccc1C(=O)NC(CCSC)C(=O)NCCCSc1ccccc1 (stereo not drawn) | -24.5%
COCCCNC(=S)N1CCN(c2nc(-c3ccccc3)cs2)CC1 | -6.7%
Cc1ccc(NC(=O)CSc2ncccn2)cc1S(=O)(=O)N1CCOCC1 | -0.4%
CC(NC(=O)CN1C(=O)NC2(CCCC2)C1=O)c1ccc(Cl)cc1Cl (stereo not drawn) | -2.0%

These rows are one share of the data; count on the stated rates, not on these rows.
